CHRM5 agonist: agonists of human muscarinic M5 receptor (CHRM5) | activation, % at 3 µM | AID 624037 | CHO-K1 hM5 cells, Fluo-8 calcium fluorescence; 0% DMSO wells, 100% maximal acetylcholine response | actives 0.19% (n = 360,000) | P08912;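 active = activation above the run's mean over test compounds plus 3 SD, cut at about 23% in these data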;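 note: signal is peak over basal fluorescence ratio across the kinetic read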
M5 PAM: potentiates acetylcholine response at human M5 receptor. actives 0.3% (n = 360,000). CHO-K1 hM5, Fluo-8 calcium, ACh EC20 PAM; 0% = ACh EC20, 100% = ACh EC100. activation, % at 3 µM. P08912. AID 624038;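 active = activation above the run cutoff, the mean activation of all test compounds plus 3 SD, cut at about 18% in these data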
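System – CHO-K1 hM5 cells · Compound – 3 µM, single dose · Incubation – compound preincubation 140 s before EC20 acetylcholine addition · Technique – Fluo-8 calcium fluorescence · Measure – Max/basal fluorescence ratio as % of EC20–EC100 ACh window · Benchmarks – low control EC20 acetylcholine (0%), high control EC100 acetylcholine (100%) · Replication – singlicate, one well per test compound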
M4 ag: CHRM4 agonism in calcium assay; CHO-K1 hM4/Gqi5, Fluo-8 calcium fluorescence; vehicle 0%, full acetylcholine response 100%; activation, % at 3 µM; actives 0.14% (n = 360,000); AID 624127;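 active = activation above the run mean over all test wells plus 3 SD, cut at about 32% in these data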;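 note: peak over basal fluorescence ratio per well then scaled between controls; 0% = DMSO wells and 100% = acetylcholine at EC100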
Target sequence (P08173 whole entry, looked up): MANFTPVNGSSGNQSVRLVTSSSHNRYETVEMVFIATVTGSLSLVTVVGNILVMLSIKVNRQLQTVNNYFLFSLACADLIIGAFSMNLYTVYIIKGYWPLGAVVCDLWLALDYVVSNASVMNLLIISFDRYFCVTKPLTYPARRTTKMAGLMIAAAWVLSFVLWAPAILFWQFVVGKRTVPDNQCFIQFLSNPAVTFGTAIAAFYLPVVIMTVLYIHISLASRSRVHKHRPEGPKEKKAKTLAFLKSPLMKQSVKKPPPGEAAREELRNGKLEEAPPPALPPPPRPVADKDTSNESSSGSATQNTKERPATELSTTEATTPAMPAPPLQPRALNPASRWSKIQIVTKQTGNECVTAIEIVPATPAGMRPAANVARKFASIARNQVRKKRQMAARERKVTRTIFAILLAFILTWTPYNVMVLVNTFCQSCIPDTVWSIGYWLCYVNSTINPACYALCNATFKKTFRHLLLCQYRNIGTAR
CHRM4 PAM: positive allosteric modulators of human muscarinic M4 receptor; CHO-K1 hM4/Gqi5, Fluo-8 calcium fluorescence, ACh EC20; 0% = ACh EC20, 100% = maximal ACh; activation, % at 3 µM; actives 0.4% (n = 360,000);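 active = activation above its plate's cutoff, the mean activation of sample wells plus 3 SD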; note: some results filed as inactive read as strong as hits
M4 antag: CHRM4 antagonism in calcium assay. P08173. CHO-hM4 cells, ACh EC80, Fluo-8 calcium fluorescence. inhibition, % at 3 µM. actives 0.73% (n = 360,000). AID 624125;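 active = inhibition above its plate's cutoff, the mean inhibition of sample wells plus 3 SD, cut at about 27% in these data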;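 note: 0% = acetylcholine EC80 with DMSO and 100% = DMSO without agonist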
CRFR2-BP ag: agonists of human CRF-binding protein/CRF-R2 receptor complex. actives 0.46% (n = 350,000). HEK293 CRF-R2/CRF-BP, calcium dye fluorescence (FLIPR); percent of saturating CRF peptide response. activation, % at 13.2 µM;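 active = activation of at least 50%, plus an integration ratio under a set limit after plate pattern correction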;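 note: plate controls were neutral control wells without compound for no effect and CRF at EC100 for full effect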
CHRM1 PAM: positive allosteric modulators of human M1 muscarinic receptor; P11229; CHO-K1 hM1, Fluo-8 calcium fluorescence, ACh EC20; 0% = ACh EC20, 100% = maximal ACh; activation, % at 3 µM; actives 0.088% (n = 360,000); AID 588819; in the data active = activation above about 19%, passing the limit was not always enough
Target sequence (P11229 whole entry, looked up): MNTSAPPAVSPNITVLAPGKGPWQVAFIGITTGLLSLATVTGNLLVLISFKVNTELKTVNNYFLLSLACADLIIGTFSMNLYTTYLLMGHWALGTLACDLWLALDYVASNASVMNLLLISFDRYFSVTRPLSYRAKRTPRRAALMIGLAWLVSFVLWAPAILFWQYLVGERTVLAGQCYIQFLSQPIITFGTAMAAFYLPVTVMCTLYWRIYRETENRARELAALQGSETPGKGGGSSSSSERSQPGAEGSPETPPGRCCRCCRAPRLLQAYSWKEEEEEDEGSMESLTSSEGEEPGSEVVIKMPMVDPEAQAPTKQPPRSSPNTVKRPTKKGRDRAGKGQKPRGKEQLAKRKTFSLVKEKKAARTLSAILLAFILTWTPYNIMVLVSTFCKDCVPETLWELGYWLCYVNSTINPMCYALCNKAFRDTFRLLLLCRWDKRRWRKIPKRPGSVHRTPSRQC
CRFR2-BP antag: CRF-BP/CRF-R2 complex antagonism; HEK293 CRF-R2/CRF-BP, CRF-induced calcium fluorescence; inhibition, % at 11.8 µM; actives 0.59% (n = 350,000);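 active = inhibition of the ligand-induced calcium signal above about 50% at the single tested concentration, limit read from the data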
M5 antag: blocks acetylcholine activation of human M5 receptor; P08912; CHO-hM5 cells, Fluo-8 calcium fluorescence, ACh EC80; inhibition, % at 3 µM; actives 0.59% (n = 360,000);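 active = inhibition above a per-plate cutoff, the mean of that plate's test compounds plus 3 SD, cut at about 27% in these data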;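 note: 0% = acetylcholine EC80 with DMSO and 100% = DMSO without agonist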
* = called active by the depositor; / = not tested or not shown; & = joins results of further samples.

SMILES	CHRM5 agonist	M5 PAM	M4 ag	CHRM4 PAM	M4 antag	CRFR2-BP ag	CHRM1 PAM	CRFR2-BP antag	M5 antag
CCN(CC)CCSc1nnc2c3ccccc3n(CCc3ccccc3)c2n1	-7	-3	2	-11	8	-3.4	-23	-3	11
ON(CCc1ccncc1)Cc1ccccc1	0	10	2	-3	4	6.5	-10	-15	6
COc1ccc(OC)c(NC(=O)C2C3C=CC(C3)C2C(=O)NCc2ccccn2)c1 (configuration not stated)	-2	-1	2	2	4	-0.8	9	14	-6
COc1ccc(NC(=O)CCC2CCCC2)cc1OC	-4	-4	1	-2	3	-1.8	6	3	0
c1csc(C2Nc3ccccc3-c3nc4ccccc4n32)c1 (configuration not stated)	-3	-2	12	-14	-3	-0.2	-7	-14	2
O=C(NNC(=O)c1n[nH]c(=O)c2ccccc12)c1ccc(Br)cc1	3	10	-1	5	8	1.1	3	-13	-2
O=C(NCc1cccc(C(F)(F)F)c1)c1ccc[nH]1	0	-1	0	-1	2	-1.1	3	6	10
Cc1cc(C)cc(C(=O)NC(CC(N)=O)c2ccc(NC3CCCCCC3)c([N+](=O)[O-])c2)c1 (configuration not stated)	-2	2	0	10	-5	-1.7	14	-2	12
Nc1cnn(Cc2ccccc2F)c1	-4	2	1	9	-2	0.0	-2	8	0
O=C(CNC(=O)c1ccc(Br)o1)NC1CCCCC1	-2	1	1	1	0	0.1	7	5	-3
COc1ccc(C2=NN(C(=O)c3cccc([N+](=O)[O-])c3)C(c3cccc([N+](=O)[O-])c3)C2)cc1 (configuration not stated)	-1	-5	1	-1	-6	0.1	-4	12	6
COc1ccccc1OCc1nc(C#N)c(N2CCC(C(N)=O)CC2)o1	-3	-4	1	-6	3	-3.7	6	-1	3
CC(=O)Nc1ccc(OC(=O)COc2ccc(Br)cc2)cc1	-2	-3	3	-5	4	0.6	5	25	4
CCCNC(=O)Cn1cnc2sc(C(=O)NCCCN3CCOCC3)c(C)c2c1=O	-1	8	1	3	-4	1.5	15	-3	-1
CC(C)=CC/C=C1\CCC(C(=O)O)C(C(=O)O)C1 (configuration not stated)	1	2	0	-5	8	-0.3	6	36	0
CC(=O)N1CCC(C(=O)N2c3ccccc3N=C(c3ccc(C(F)(F)F)cc3)C2C(=O)NC2CCCC2)CC1 (configuration not stated)	1	-1	4	-3	-8	/	/	/	2
CNC(=S)N1CCN(c2nc(-c3ccc(Cl)cc3)cs2)CC1	4	-8	7	2	-2	-2.5	10	-1	4
COc1ccc(C(=O)Nc2c(Cl)cc(Cl)cc2C(=O)NCc2ccco2)cc1	0	-1	1	-2	7	-1.7	3	10	-1
CCOC(=O)C1=C(c2ccccc2)Nc2nc(C)nn2C1c1cccc(OC)c1OC (configuration not stated)	0	-1	1	16	-1	-0.3	6	-2	2
CCNC(=S)NS(=O)(=O)c1ccc(CC)cc1	-1	5	2	10	-5	6.7	1	-10	1
O=C(CNC(=O)C1COc2ccccc2O1)N/N=C/c1ccc(O)cc1O (configuration not stated)	0	-7	1	-3	-10	-1.5	-6	-5	8
S=c1nc(-c2ccc(Br)cc2)[nH]c2ccccc12	-5	0	1	13	-11	2.5	10	-10	9
CCOc1ccc(NC(=O)CN(C)CC(=O)Nc2ccc(Br)cc2F)cc1OCC	-7	-6	12	2	-27	0.1	3	3	2
Cc1ccc(CNC(=O)COC(=O)C2CC2)cc1	0	2	1	9	8	-0.7	12	2	16
CCN1C(=O)/C(=C/c2cn(-c3ccccc3)nc2-c2cccnc2)SC1=S	3	1	1	3	-6	47	0	-21	7

Quoted from the listing.
In M5 PAM, CCN(CC)CCSc1nnc2c3ccccc3n(CCc3ccccc3)c2n1 is entered as -3
In CRFR2-BP antag, c1csc(C2Nc3ccccc3-c3nc4ccccc4n32)c1 (configuration not stated) is entered as -14
In M5 antag, CCNC(=S)NS(=O)(=O)c1ccc(CC)cc1 is entered as 1

(next part)
SMILES	CHRM5 agonist	M5 PAM	M4 ag	CHRM4 PAM	M4 antag	CRFR2-BP ag	CHRM1 PAM	CRFR2-BP antag	M5 antag
Cc1ccc(C(NC(N)=O)c2ccccc2)cc1 (configuration not stated)	0	6	1	17	-12	-0.1	11	-4	1
COc1ccc(C(=O)Nc2nc(-c3ccc(OC)cc3)c(-c3ccc([N+](=O)[O-])cc3)s2)cc1	1	-5	1	8	-5	9.8	9	5	1
COc1ccc2c(c1)c(-c1csc(N)n1)c(C)n2C	-3	-10	1	2	-2	-0.7	2	11	1
CCC(C)N(CC(=O)NCc1ccc(OC)cc1)C(=O)c1csnn1 (configuration not stated)	-2	0	0	7	3	-2.1	2	-7	-1
O=[N+]([O-])c1ccc(-c2ccn[nH]2)o1	-1	4	1	12	0	1.7	5	1	2
COc1cccc(CN2CCC(Oc3ccc(C(=O)N4CCCCC4)cc3)CC2)c1O	-7	-2	2	-4	0	-0.6	0	2	-7
COc1ccccc1N1CCN(C2CCCN(C(=O)CCc3ccccn3)C2)CC1 (configuration not stated)	-6	-1	2	2	-1	-0.6	6	8	9
CCn1cc(S(=O)(=O)NCc2ccccc2Br)cn1	-1	-7	0	1	9	3.3	2	11	14
Cc1ccc(OCc2cc(C(=O)N(C)CCc3ccccn3)no2)cc1C	0	-4	4	-5	0	-1.3	-4	8	9
COc1cc(/C=C2\SC(=S)N(CCC(=O)Nc3ccccc3O)C2=O)cc(OC)c1OC	3	-8	12	-11	10	8.4	-2	12	6
CCC(Sc1nc2n[nH]c(C)c2c(=N)n1-c1cc(Cl)ccc1C)C(=O)N1CCOCC1 (configuration not stated)	-1	2	1	10	-13	-0.3	4	-8	-11
O=C(OCC(O)C(O)C(O)C(SCc1ccccc1)SCc1ccccc1)c1ccccc1 (configuration not stated)	3	-3	17	-5	2	-0.9	7	-3	10
CC(=O)C(C(c1ccccc1)N1CCOCC1)N1CCOCC1 (configuration not stated)	3	10	1	3	3	-0.9	3	-7	-12
O=S(=O)(NCc1ccccc1)c1ccc(Cl)c(S(=O)(=O)NCc2ccccc2)c1	2	-10	3	-14	8	-1.8	2	8	2
Cc1ccc([N+](=O)[O-])cc1NC(=O)CSc1n[nH]c(-c2cccnc2)n1	-2	0	-1	2	13	0.6	12	3	6
Cc1ccc(-n2nc3c(=O)n(CC(=O)NCc4ccccc4)nc(C)c3c2C)cc1	-4	4	0	-1	-9	-0.8	-1	-8	2
N#CC(C(N)=O)=C1CCC2(CC1)OCCCCO2	0	6	1	-1	4	3.2	0	-11	-10
C/C(=C(\C#N)C(=O)NCCN1CCOCC1)N(C)C	1	-3	1	0	-3	-1.5	13	5	5
O=C(NCC(=O)N1CC=C(c2ccccc2)CC1)c1ccc(F)cc1	1	-8	3	4	0	0.2	10	-7	13
COc1ccc([C@H]2/C=C\CN(S(=O)(=O)/C=C/c3ccccc3)[C@@H](C)C(=O)N2Cc2ccc(F)cc2)cc1	1	-13	8	-7	-6	3.9	10	-10	5
O=C(COc1ccc(Cl)cc1)NCc1nnc(SCC(=O)Nc2ccc(F)cc2F)o1	-2	5	5	9	-5	-3.8	4	5	-2
COc1ccc(C/C(C)=N\NC(=O)c2c[nH]c3ccccc23)cc1OC	1	7	2	-4	-11	-5.0	9	9	5
CCc1nc2ccc(C(=O)N(CC)CCN(C)C)cn2c1N(C)C(=O)C1CCCCC1	1	3	0	7	-11	/	1	/	-7
Cc1cc(NC(=O)c2ccc3[nH]c(C)c(C)c3c2)ccn1	-1	-1	4	7	-4	-0.5	14	13	13
Cc1ccc(NC(=Nc2ccc(Br)cc2)N2CCOCC2)cc1C	-1	0	6	-5	1	0.7	2	-7	8

Just CHRM5 agonist and CRFR2-BP antag, for some of the entries so far:
Structure	CHRM5 agonist	CRFR2-BP antag
O=C(OCC(O)C(O)C(O)C(SCc1ccccc1)SCc1ccccc1)c1ccccc1 (configuration not stated)	3	-3
COc1cccc(CN2CCC(Oc3ccc(C(=O)N4CCCCC4)cc3)CC2)c1O	-7	2

Following part
SMILES	CHRM5 agonist	M5 PAM	M4 ag	CHRM4 PAM	M4 antag	CRFR2-BP ag	CHRM1 PAM	CRFR2-BP antag	M5 antag
CCC(Oc1ccccc1F)C(=O)Nc1ccc2c(c1)n(C)c(=O)n2C (configuration not stated)	-2	3	2	2	-4	-0.2	9	2	-1
C=CCc1ccc(OCC(O)COCC)c(OC)c1 (configuration not stated)	0	3	0	-2	0	-1.5	3	0	1
CC(/C=C\c1cccnc1)=C/C(=O)O	1&0	0&4	1&1	3&-5	-9&3	2.4&0.3	9&5	9&7	4&1
O=C(CSc1nnnn1C1CC1)N1CCN(c2ccccc2F)CC1	2	-3	0	7	-11	0.1	7	19	6
COc1cc(OC)cc(C(=O)N[C@H](C(=O)OCn2nnc3ccccc3c2=O)C(C)C)c1	-5	4	5	-2	-4	0.0	3	6	1
Cc1cccc(NC(=O)c2cccc(C(F)(F)F)c2)c1	-5	-4	-1	-4	7	-0.5	-9	-20	6
O=C(CC(=O)N/N=C/c1ccccc1O)NCc1cccnc1	1	1	0	-3	4	0.3	4	18	-2
CCN(C[C@H]1N[C@@](CC)(C(=O)OC)[C@H]2C(=O)N(C)C(=O)[C@@H]12)S(=O)(=O)c1ccc(OC)cc1	2	-3	0	5	-15	0.9	7	10	0
CCC(C)N(C(=O)c1csnn1)C(C(=O)NC1CCCC1)c1ccc(F)cc1 (configuration not stated)	-2	-2	0	-10	11	1.9	-2	-1	12
Cc1c(NC(=O)COc2ncnc3ccccc23)c(=O)n(-c2ccccc2)n1C	-3	3	0	4	4	2.7	0	-4	6
Cc1ccc([N+](=O)[O-])cc1S(=O)(=O)Nc1cccc(-c2ccc(N3CCOCC3)nn2)c1	2	7	1	4	-2	-1.2	1	-1	4
COc1ccc(C(=O)NNc2ccccc2)cc1OC	-1	-5	0	0	10	3.3	-3	4	-8
O=c1[nH]c2ccccc2nc1-c1ccccc1	-1	6	0	6	-4	-0.2	4	-19	4
CC1Cc2ccccc2N1C(=O)CSc1nnc(-c2ccc(S(=O)(=O)N3CCOCC3)cc2)n1C (configuration not stated)	3	-7	8	-7	-3	-2.9	-3	10	-2
CCOC(=O)CC(=O)CSc1nc2sc(C)cc2c(=O)n1Cc1ccco1	0	-2	-1	-9	12	-0.4	-3	29	2
CC(NC(=O)c1cn(C)c2ccc(S(=O)(=O)N3CCCC3)cc2c1=O)c1ccc2c(c1)OCCO2 (configuration not stated)	-5	-2	0	-3	3	0.7	0	-2	-3
Cc1ccc(C(C)n2cc(C(=O)NCCN3CCN(C)CC3)nn2)cc1 (configuration not stated)	-3	3	1	0	-4	-1.7	5	5	0
CC1CCCN(C(=O)CSc2nnc(-c3ccncc3)n2C)C1 (configuration not stated)	-2	5	0	3	-1	0.3	5	-7	8
Cc1cc(C)c2c(=O)c3c(oc2c1)C(=O)N(CCO)C3c1cccc(O)c1 (configuration not stated)	-1	-1	1	0	-3	-0.7	9	10	2
CCNC(=O)C1Cc2ccccc2CN1S(=O)(=O)c1ccc(F)cc1 (configuration not stated)	0	3	1	-9	4	0.6	1	0	-4
Clc1ccc(-c2nc(/C=N/N3CCOCC3)c3ccccn23)cc1	-2	1	1	3	-4	0.5	4	-11	4

Random excerpt: 2 compounds from above
SMILES	CHRM5 agonist	M5 PAM	M4 ag	CHRM4 PAM	M4 antag	CRFR2-BP ag	CHRM1 PAM	CRFR2-BP antag	M5 antag
Cc1c(NC(=O)COc2ncnc3ccccc23)c(=O)n(-c2ccccc2)n1C	-3	3	0	4	4	2.7	0	-4	6
Cc1ccc(C(C)n2cc(C(=O)NCCN3CCN(C)CC3)nn2)cc1 (configuration not stated)	-3	3	1	0	-4	-1.7	5	5	0

Outcome played no part in choosing rows; 2.6% or so of the library scored in one or more.
